High-throughput results (PubChem BioAssay)
D2 PAM: HTS Assay for Positive Allosteric Modulators of the Human D2 Dopamine Receptor: Primary Screen for Potentiators; D(2) dopamine receptor (Homo sapiens), P14416; HEK293 T-REx D2, calcium flux, EC20 dopamine potentiation; potentiation, % at 10 µM; 340,000 tested, 0.34% active;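 active = potentiation over 3 SD above the plate norm, cut at about 30% in these data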; also: 0% is about no effect
Target sequence (P14416 whole entry, looked up): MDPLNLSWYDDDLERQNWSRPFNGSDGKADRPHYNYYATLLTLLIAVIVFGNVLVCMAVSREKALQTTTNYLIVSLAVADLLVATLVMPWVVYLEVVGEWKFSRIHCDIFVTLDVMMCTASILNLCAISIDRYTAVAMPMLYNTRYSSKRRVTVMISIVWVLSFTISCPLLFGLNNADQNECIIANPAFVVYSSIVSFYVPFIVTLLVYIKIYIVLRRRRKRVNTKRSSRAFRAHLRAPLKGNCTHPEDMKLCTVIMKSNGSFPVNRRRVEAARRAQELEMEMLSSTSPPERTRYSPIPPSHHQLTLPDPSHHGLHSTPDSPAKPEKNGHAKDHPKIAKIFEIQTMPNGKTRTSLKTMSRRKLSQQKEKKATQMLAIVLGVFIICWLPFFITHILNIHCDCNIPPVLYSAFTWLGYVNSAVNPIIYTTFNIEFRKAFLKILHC
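Potentiation of an EC20 dopamine calcium response measured kinetically over 180 s, after a preceding 180 s compound-only read flagging agonists. Cells: inducible Hek293 Trex D2 line, 4000/well, cultured overnight at 30 C before dye loading.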
RXFP1 agonist: qHTS Assay for Agonists of the Relaxin Receptor RXFP1; Relaxin receptor 1 (Homo sapiens), Q9HBX9; HEK293T-RXFP1 cAMP TR-FRET, 30 min; response scale: percent of porcine relaxin response, buffer zero; Potency, µM (top dose mostly 57.5 µM), without a hit: at the top dose activation, actives largely listed as activators; 370,000 tested, 0.3% active; also: potency is read from the fitted curve at half-maximal effect; % is scaled to controls: 0 for no effect and ±100 for the full control effect; nearly all actives have a fitted effect of over 60% in size; many of its hits are not listed in these tables
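HEK293T cells stably expressing RXFP1 were pretreated with the PDE4 inhibitor Ro 20174, exposed to compounds for 30 min at 37C, lysed, and cAMP was read by TR-FRET. Data normalized to buffer (basal) and 29 nM porcine relaxin (100%).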
D1 PAM: Potentiators of Human D1 Dopamine Receptor: qHTS; HEK293 TREx D1 cells, calcium flux, dopamine EC20 potentiation; 360,000 tested, 0.036% active; potentiation, % at 10 µM; AID 504651, 2011; D(1A) dopamine receptor (Homo sapiens), P21728; in the data active = potentiation above about 30%; also: 0% is about no effect
Target sequence (P21728 whole entry, looked up): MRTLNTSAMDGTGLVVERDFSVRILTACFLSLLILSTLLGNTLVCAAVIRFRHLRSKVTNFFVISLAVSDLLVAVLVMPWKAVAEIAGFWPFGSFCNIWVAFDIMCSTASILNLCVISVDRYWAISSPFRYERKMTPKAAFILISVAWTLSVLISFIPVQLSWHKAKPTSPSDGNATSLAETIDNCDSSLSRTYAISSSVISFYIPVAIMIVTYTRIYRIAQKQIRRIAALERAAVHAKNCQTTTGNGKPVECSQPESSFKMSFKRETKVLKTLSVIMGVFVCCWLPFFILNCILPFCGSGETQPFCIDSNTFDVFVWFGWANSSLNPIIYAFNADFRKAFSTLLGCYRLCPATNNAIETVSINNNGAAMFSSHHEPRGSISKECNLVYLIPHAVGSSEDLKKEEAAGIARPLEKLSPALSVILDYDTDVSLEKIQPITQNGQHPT
GRP78 ERSR act: qHTS for Inducers of the Endoplasmic Reticulum Stress Response (ERSR) in Human Glioma: qHTS | U87-MG GRP78 promoter luciferase reporter, 16 h | Potency, µM, without a hit: top-dose activation, usual class: activators | 420,000 tested, 0.02% active; also: potency is read from the fitted curve at half-maximal effect; series mostly up to about 76 µM; % of control where 0% means no effect; nearly all actives have a fitted effect of over 35% in size
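Stably transfected U87-MG glioma cells carrying a GRP78-based luciferase sensor; 16 h compound incubation. Luminescence end-point read 10 min after Bright-Glo addition at room temperature.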
Vif-A3G inh: qHTS for Inhibitors of Vif-A3G Interactions: qHTS; DNA dC->dU-editing enzyme APOBEC-3G (Homo sapiens), Q9HC16; HeLa A3G-eYFP + Vif (tagged APOBEC3G with the HIV-1 protein that degrades it), YFP fluorescence, overnight; Potency, µM (highest dose often 46.1 µM), for inactives: at the highest dose activity, negative = active, hits mostly inhibitors; 410,000 tested, 0.076% active; AID 602310, 2012;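 also: potency is read from the fitted curve at half-maximal effect; % is scaled to controls: 0 for no effect and ±100 for the full control effect; nearly all actives have a fitted effect of over 60% in size; hits raise eYFP signal because A3G escapes Vif-driven loss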
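HeLa cells stably expressing Vif and C-terminally eYFP-tagged A3G, seeded overnight at 37 deg C, then exposed to compound by pintool overnight at 37 deg C. Rise in yellow fluorescence (Ex 488/Em 500-530, Acumen) marks blocked Vif-driven A3G degradation.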
LDHA block: qHTS assay for inhibitors of human lactate dehydrogenase. L-lactate dehydrogenase A chain (Homo sapiens), P00338. purified LDHA, NADH/diaphorase-resazurin fluorescence; stronger effect = lower value. activity change, % (values are at about 110 or 230 µM). 480,000 tested, 0.15% active. AID 1347041, 2019; in the data active = activity change below about -30%; inconclusive = mostly about -25% to -30%;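 also: plate controls were DMSO wells for no effect and wells without enzyme for full effect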
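LDH5 2 nM; NADH 0.06 mM, pyruvate 0.2 mM; 200 mM Tris pH 7.4, EDTA, Tween-20; 5 min RT. Detection: diaphorase 0.133 mg/mL + resazurin 37 µM, fluorescence ex540/em590 at 0 and 20 min; normalized to enzyme-free and DMSO wells.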
D1 antag: Antagonist of Human D 1 Dopamine Receptor: qHTS; HEK293 TREx D1 cells, calcium flux, dopamine EC80; stronger effect = lower value; activity change, negative = inhibition, % at 10 µM; 360,000 tested, 3.2% active; AID 504652, 2011; in the data active = activity change below about -30%; also: % is scaled to controls: 0 for no effect and ±100 for the full control effect
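Compound effects on dopamine-evoked calcium signalling were measured in tetracycline-induced HEK293 Trex D1 cells. Dopamine at EC80 followed a 180 s compound pre-read, and fluorescence was tracked kinetically for 180 s more.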
Vif-APOBEC3F blk: qHTS for Inhibitors of Vif-A3F Interactions: qHTS; Potency, µM (doses to about 46.1 µM), for inactives: at the top dose activity, negative = active; AID 602313, 2012; 390,000 tested, 0.2% active; HeLa A3F-eYFP + Vif (tagged APOBEC3F with the HIV-1 protein that degrades it), YFP fluorescence increase; also: potency is read from the fitted curve at half-maximal effect; % of control where 0% means no effect; nearly all actives have a fitted effect of over 65% in size
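Fluorescence increase (Ex 488/Em 500-530) after overnight compound treatment at 37 deg C flags inhibition of Vif-driven A3F-eYFP loss in stable HeLa A3F-eYFP/Vif cells seeded overnight beforehand.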
D1 agonist: Allosteric Agonists of the Human D1 Dopamine Receptor: qHTS. HEK293 T-REx D1 cells, calcium flux, agonist mode. AID 504660, 2011. activation, % at 2 µM. 360,000 tested, 1% active; in the data active = activation above about 30%; also: 0% is about no effect
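Tetracycline-induced HEK293 TREx D1 cells, force-coupled to calcium signalling, were dye-loaded with a no-wash calcium kit. Compound was pin-added after a 10 s baseline. Fluorescence was read kinetically at 1 cycle/s for 180 s, with calcium rises flagged as agonism.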
Active calls of the source: *; ? = inconclusive; / = no result given; & = joins results of further samples. Unless noted, calls follow the shape of the dose curve; as a rule, active = well fitted curve in the direction sought with a large enough effect; inconclusive = small, poorly fitted or top-dose-only effect, or another doubt; inactive = no such curve, though single readings can be large; an effect the other way counts as inactive or inconclusive. Some of the compounds tested. The share of hits here may be higher or lower than overall.

SMILES	D2 PAM	RXFP1 agonist	D1 PAM	GRP78 ERSR act	Vif-A3G inh	LDHA block	D1 antag	Vif-APOBEC3F blk	D1 agonist
CC(=O)c1ccc(NC(=O)CC2Nc3cc(C)c(C)cc3NC2=O)cc1 (centres undefined)	-5	4.8%	-1	-1%	-11%	2	6	4%	4
O=C(c1ccc(Cl)c(S(=O)(=O)N2CCCC2)c1)N1CCN(c2ccccc2F)CC1	6	1.3%	0	-3%	1%	5	/	0%	-1
Cc1ccc(CNC(=O)C2CCN(c3nnc(N4CCCC4=O)s3)CC2)cc1	-4	3.8%	-12	-4%	-2%	-1	15	-15%	1
COC(=O)COc1ccc(C(c2c(C)[nH][nH]c2=O)c2c(C)[nH][nH]c2=O)cc1	-2	-2.3%	-2	0%	1%	3	-7	9%	3
Cc1ccc(NC(=O)C2CCCN(c3ncnc4onc(-c5ccc(F)cc5)c34)C2)c(Cl)c1 (centres undefined)	-4	0.1%	4	-2%	0%	16&-13	8	1%	0
CCCOc1ccc(NC(=O)CC2C(=O)N(c3ccc(F)cc3)C(=O)N2CC(C)C)cc1 (centres undefined)	-4	0.4%	-2	-4%	0%	-6	24	2%	-1
CCOC(=O)C1(Cc2ccc(Cl)cc2)CCN(Cc2ccon2)CC1	2	-1.3%	-2	-3%	0%	2	-17	-1%	8
CCC(C)(C)NC(=O)C(c1ccco1)N(C(=O)CNC(=O)c1cccs1)c1cccnc1 (centres undefined)	-3	1.6%	6	2%	0%	4	2	5%	2
CCCOc1ccc(C(=O)Nc2cc(-c3nc4cc(C)cc(C)c4o3)ccc2C)cc1	3	5.2%	0	-2%	-1%	-12	9	-12%	0
O=C(CCl)N1CCN(S(=O)(=O)c2ccc3c(c2)CCC3)CC1	0	0.1%	-3	-15%	?	1	-28	1%	0
CCOc1ccccc1N1CCN(CC(=O)N(CC(C)C)c2c(N)n(CC(C)C)c(=O)[nH]c2=O)CC1	-10	1.1%	-5	-2%	-7%	3	-7	-5%	1
COc1ccc(O)c(C(=O)CC(=O)c2cccnc2)c1	/	/	/	-6%	1%	17	/	8%	/
O=C(CCc1ccccc1)Nc1cc2c(cc1C(=O)O)OCCCO2	/	/	/	-1%	-1%	-8	/	-4%	/
O=C(Nc1ccc(S(=O)(=O)N2CCCC2)cc1)C1CCCCC1	-5	0.0%	-2	-2%	4%	-3	15	5%	-2
CC1(c2ccc([N+](=O)[O-])cc2)NC(=O)N(CC(=O)Nc2cccnc2Cl)C1=O (centres undefined)	2	-0.5%	4	-3%	1%	-8	-5	4%	24
CCN(CC)S(=O)(=O)c1cccc(C(=O)NCC2CCCO2)c1 (centres undefined)	-2	1.8%	10	-1%	2%	-3	-11	2%	2
CN1C(=O)/C(=N/OC(=O)c2ccccc2)c2ccccc21	/	-2.2%	/	-4%	0%	4	/	-9%	/
C=C(C)CN(CC)c1nc(N)c(C#N)c(CC#N)c1C#N	9	1.9%	-6	-3%	-2%	-1	-18	-1%	9
COc1cccc(/C=N/NC(=O)CNC(=O)c2ccc(S(=O)(=O)N3CCCC3)cc2)c1OC	-26	3.1%	-8	-1%	-3%	-3	-16	-1%	0
COc1ccccc1N1CCN(C(=O)C2C3C=CC4(CN(Cc5ccccc5Cl)C(=O)C24)O3)CC1 (centres undefined)	9	-2.2%	-8	-3%	-3%	0	-35*	-10%	3
O=C(NCCc1ccccc1)c1cc(S(=O)(=O)N2CCOCC2)ccc1F	-7	0.1%	-1	8%	0%	2	/	-1%	-2
O=C(N/C(=C/c1ccc([N+](=O)[O-])cc1)C(=O)N1CCCC1)c1ccccc1	4	-0.8%	4	-1%	3%	0	9	-6%	1
CC(=O)c1c(N2CCOCC2)nc(=S)n(-c2cc(C)ccc2C)c1C	5	-0.5%	15	3%	3%	3	-1	-15%	2
CCCCn1c(C(C)NC(=O)COC)nc2ccccc21 (centres undefined)	-7	0.8%	2	-7%	-1%	-4	-28	-7%	1
CC(=O)Nc1c(C)nn(-c2ccc(C)c(C)c2)c1C	13	1.0%	-3	3%	0%	-9	36	-3%	4

Ordered by the number under D2 PAM (low to high): 3 from the list above
SMILES	D2 PAM	D1 PAM	GRP78 ERSR act	D1 antag	D1 agonist
CC(=O)c1ccc(NC(=O)CC2Nc3cc(C)c(C)cc3NC2=O)cc1 (centres undefined)	-5	-1	-1%	6	4
CCOC(=O)C1(Cc2ccc(Cl)cc2)CCN(Cc2ccon2)CC1	2	-2	-3%	-17	8
CC(=O)Nc1c(C)nn(-c2ccc(C)c(C)c2)c1C	13	-3	3%	36	4

Part of the list above, reduced to D2 PAM and D1 PAM:
mol	D2 PAM	D1 PAM
O=C(N/C(=C/c1ccc([N+](=O)[O-])cc1)C(=O)N1CCCC1)c1ccccc1	4	4
CCN(CC)S(=O)(=O)c1cccc(C(=O)NCC2CCCO2)c1 (centres undefined)	-2	10

(list continues)
SMILES	D2 PAM	RXFP1 agonist	D1 PAM	GRP78 ERSR act	Vif-A3G inh	LDHA block	D1 antag	Vif-APOBEC3F blk	D1 agonist
COc1ccc(Cc2nc(C)cc(Cl)n2)cc1[N+](=O)[O-]	-1	2.0%	1	-4%	1%	0	7	6%	3
CC(C)(C)c1cc(NC(=O)Nc2ccc(Br)cc2Cl)no1	-4	1.4%	1	4%	0%	4&-4	/	1%	-1
COc1ccc(/C=C/C(=O)NC(=S)Nc2ccccn2)cc1	3	-3.6%	-2	-1%	1%	-1	5	-8%	3
CC1(C)c2[nH]c3ccccc3c2C[C@@H]2C(=O)N(c3ccc(F)cc3F)C(=O)N21	/	/	/	-3%	-4%	-3	/	-2%	/
O=C(NC1CCCC1)C(c1ccncc1)N(C(=O)Cc1cccs1)c1ccc(F)cc1 (centres undefined)	7	2.7%	-8	-2%	-7%	-1	-10	-1%	2
Cc1cc(/C=C(\C#N)C(=O)Nc2ccccc2F)c(C)[nH]1	-5	-1.4%	-7	-3%	-7%	-8	7	-22%	0
CC(=O)Nc1ccc(NC(=O)CSc2nnc(NC(=O)c3ccc(Br)o3)s2)cc1	24	4.8%	-8	-7%	-5%	-6	-9	-22%	3
COc1nc(N(C#N)CC(N)=O)nc(N2CCCC2)n1	2	0.6%	-3	-3%	-3%	-1	14	-8%	2
c1cc2c3c(cccc3c1)NC1(CCCCC1)N2	-3	-0.2%	-6	-4%	0%	5	10	0%	0
CCOC(=O)c1c(NC(=O)C(C)S(=O)(=O)c2cn(CC)c3ccccc23)sc2c1CCCC2 (centres undefined)	0	2.0%	-5	-3%	4%	0	3	1%	-1
CC(=O)O[C@]1(C(C)=O)CC[C@H]2[C@@H]3C[C@H](C)C4=CC(=O)CC[C@]4(C)[C@H]3CC[C@@]21C	5&14	-0.9%&0.1%	-2&0	-3%&0%	1%&4%	7&-1	23&2	-3%&5%	1&-1
COc1ccc(CCNC(=O)c2ccc(NS(=O)(=O)c3c(C)noc3C)cc2)cc1OC	-13	-0.3%	4	-2%	1%	-3	-5	0%	2
O=C(/C=C/c1cc(Br)ccc1F)Nc1cccnc1	-13	13%	-9	6%	1%	2	8	-16%	4
CC1(C)C[C@@H]1C(=O)N/C(=C\CCCCSC[C@H](N)C(=O)O)C(=O)O	-1	0.6%	-2	-3%&1%	-5%	-9	-4	-4%	6
CCOc1ccc(-c2nnn(CC(=O)N3CCN(c4ccc(OC)cc4)CC3)n2)cc1OCC	8	5.4%	-13	-4%	1%	4	0	-9%	5
CCCCCC(=O)Nc1cc2[nH]c(=O)cc(COC)c2cc1C	1	12%	-4	-4%	-1%	-5	-8	-2%	5
CC(=O)NC(N(C#N)c1nc(Cl)nc(N(C)C)n1)C(Cl)(Cl)Cl (centres undefined)	1	4.4%	-6	-3%	2%	-14	-3	2%	2
C=C1CC[C@@H]2[C@](C)(CO)[C@H](O)CC[C@@]2(C)[C@@H]1C/C=C1/C(=O)OCC1O (some centres undefined)	/	/	/	-5%	?	-5	/	-9%	/
CCC(=O)c1cn(CC(=O)OC)c2ccccc12	1	0.4%	-2	-1%	-1%	-4	19	/	-2
COc1ccc(Cl)cc1NC(=O)CSc1nnc(COc2ccccc2)n1C	-30	0.0%	-8	-1%	-7%	5	8	-5%	4
N=c1n(Cc2ccccc2)c2ccccc2n1CC(O)COc1ccc(Cl)cc1Cl (centres undefined)	-10	-0.1%	32*	-12%	2%	-8	-7	11%	87*
O=C(CC1N=C2c3ccccc3N=C(SCc3ccc(Cl)cc3)N2C1=O)NC1CCCCC1 (centres undefined)	-4	3.6%	0	5%	-3%	4	9	-6%	0
CC1CCN(CC(=O)Nc2ccc(Cl)cc2[N+](=O)[O-])CC1	5	3.5%	5	0%	2%	0	-1	13%	2
Cc1cc(C)nc(SCC(=O)N/N=C/c2cccc([N+](=O)[O-])c2)n1	1	-1.8%	-1	0%	1%	-3	-8	5%	1
Cc1ccc(NC(=S)N/N=C2\CCCCC2C)cc1 (centres undefined)	3	-0.9%	-3	0%	?	3	-8	22µM*	2
COC(=O)c1ccccc1NC(=O)COCc1cc(-c2cccs2)on1	-9	6.1%	4	0%	-1%	-14	-5	4%	9
NC(=O)c1ccc(C(F)(F)F)n(Cc2ccc(Cl)cc2)c1=O	-6	0.6%	0	-1%	-5%	0	39	-14%	11
COc1ccc(N(CC(=O)N2CCN(Cc3ccc4c(c3)OCO4)CC2)S(C)(=O)=O)cc1OC	5	1.3%	-4	1%	1%	1	-11	3%	0
